# 12-LOX inh = inhibitors of human 12S-lipoxygenase ALOX12 | P18054 | Potency, µM (titrated, usually from 108 µM), inactives show at the top dose activity change, negative = inhibition, most hits filed as inhibitors | AID 1671190 | 1.1% of 580,000 active | purified 12hLO, xylenol orange hydroperoxide absorbance; further: potency means the concentration at half of the fitted maximal effect; on the % scale 0 is the no-effect control and ±100 the full control effect
# Target sequence (P18054 whole entry, looked up): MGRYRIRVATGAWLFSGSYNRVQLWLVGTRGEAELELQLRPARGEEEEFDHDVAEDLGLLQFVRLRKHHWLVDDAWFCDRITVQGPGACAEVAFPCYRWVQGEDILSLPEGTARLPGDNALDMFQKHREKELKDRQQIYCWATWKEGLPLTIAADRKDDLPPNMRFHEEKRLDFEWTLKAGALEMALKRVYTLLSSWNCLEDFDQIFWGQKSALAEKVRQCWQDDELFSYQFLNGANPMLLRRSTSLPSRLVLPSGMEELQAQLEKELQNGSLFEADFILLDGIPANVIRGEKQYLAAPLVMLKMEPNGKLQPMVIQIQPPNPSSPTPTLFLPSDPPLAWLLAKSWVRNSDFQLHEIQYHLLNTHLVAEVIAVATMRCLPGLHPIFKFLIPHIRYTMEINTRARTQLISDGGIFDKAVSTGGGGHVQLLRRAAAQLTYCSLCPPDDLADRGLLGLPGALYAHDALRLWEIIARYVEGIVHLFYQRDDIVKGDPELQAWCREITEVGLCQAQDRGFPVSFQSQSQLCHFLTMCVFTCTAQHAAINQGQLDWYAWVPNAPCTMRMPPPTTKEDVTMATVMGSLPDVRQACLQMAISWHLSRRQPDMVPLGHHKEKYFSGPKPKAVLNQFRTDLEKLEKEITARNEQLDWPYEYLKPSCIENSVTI
#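 Hydroperoxide product was detected by ferrous iron/xylenol orange as the 573 to 405 nm absorbance ratio. Arachidonic acid at 40 uM (final) was turned over for 30 min at room temperature by 150 nM human 12hLO, pH 7.0 Hepes buffer, after 15 min compound preincubation.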
# LDHA block = inhibitors of human lactate dehydrogenase A; P00338; AID 1347041; purified LDHA, NADH/diaphorase-resazurin fluorescence; active compounds read low; 0.15% of 480,000 active; activity change, % (values are at about 110 or 230 µM); in the data active means activity change below about -30%; inconclusive means mostly about -25% to -30%;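 further: plate controls were DMSO wells for no effect and wells without enzyme for full effect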
#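 Human LDH5 (2 nM) was incubated with 0.06 mM NADH and 0.2 mM pyruvate for 5 min at room temperature in Tris pH 7.4. Remaining NADH was coupled through diaphorase/resazurin, and resorufin fluorescence was read at 0 and 20 min.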
# D2 agonist = activates the human D2 dopamine receptor. AID 485358. activation, % at 2 µM. 0.53% of 340,000 active. HEK293 T-REx D2 cells, calcium flux agonist mode. P14416;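 active means activation over 3 SD above normal in the single-dose calcium agonist read, cut at about 30% in these data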; further: 0% is about no effect
#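 Agonism scored from kinetic calcium signal (1 read/sec, 180 s) following compound pin transfer, after a 10 s baseline. Cells: HEK293 Trex line expressing inducible D2 receptor coupled to calcium, dye-loaded after overnight culture at 30 C.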
# Vif-APOBEC3G blk = inhibitors of Vif-APOBEC3G interaction | 0.076% of 410,000 active | Potency, µM (titrated, usually from 46.1 µM), for inactives: top-dose activity, negative = active, most hits filed as inhibitors | HeLa A3G-eYFP + Vif (tagged APOBEC3G with the HIV-1 protein that degrades it), YFP fluorescence, overnight;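 further: potency means the concentration at half of the fitted maximal effect; on the % scale 0 is the no-effect control and ±100 the full control effect; nearly all actives have a fitted effect of over 60% in size; hits raise eYFP signal because A3G escapes Vif-driven loss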
#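 HeLa cells stably expressing Vif and C-terminally eYFP-tagged A3G, seeded overnight at 37 deg C, then exposed to compound by pintool overnight at 37 deg C. Rise in yellow fluorescence (Ex 488/Em 500-530, Acumen) marks blocked Vif-driven A3G degradation.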
# ERG-DNA inh = blocks human ERG Ets domain binding to DNA. P11308. fluorescence polarization, His-ERG Ets domain / labelled DNA. Potency, µM (top dose mostly 76.9 µM), for the others: at the highest dose FP activity, negative = inhibition, usual class: inhibitors. 0.028% of 370,000 active. AID 624246; active means well fitted inhibition curve with a large enough effect in the polarisation, with a control signal flat; inconclusive means small, poorly fitted or top-dose-only effect, or effect the other way, or a change in a side signal; inactive means no such curve, though single readings can be large or run the other way; the % refers to the polarisation;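 further: polarization taken with two DNA probes labelled with fluorescein and Texas red; potency means the concentration at half of the fitted maximal effect; % of control where 0% means no effect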
#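 His-tagged ERG Ets domain (1 uM in the protein solution; 300mM KCl, 50mM Tris-HCl, 1mM EDTA, 1mM DTT, pH 7.5) received compound, then a probe mix of 5 nM fluorescein-DNA and 100nM Texas-615-DNA. Fluorescence polarization was read for both dyes.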
# RGS4 inhibitor = blocks human RGS4-accelerated GTP hydrolysis | P49798 | Transcreener GDP fluorescence polarization, RGS4-accelerated GTP hydrolysis | Potency, µM (doses to about 114 µM), for the others: top-dose activity change, negative = inhibition, hits mostly inhibitors | 0.039% of 390,000 active | AID 504845; further: potency means the concentration at half of the fitted maximal effect; on the % scale 0 is the no-effect control and ±100 the full control effect; nearly all actives have a fitted effect of over 75% in size; some results filed as inactive show a strong effect at the top dose
# Target sequence (P49798 whole entry, looked up): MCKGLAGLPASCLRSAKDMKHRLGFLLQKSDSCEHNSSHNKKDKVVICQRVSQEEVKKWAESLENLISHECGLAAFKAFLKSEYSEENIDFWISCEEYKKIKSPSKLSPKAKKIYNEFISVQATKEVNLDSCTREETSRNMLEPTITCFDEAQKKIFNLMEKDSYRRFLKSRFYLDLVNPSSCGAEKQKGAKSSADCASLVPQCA
#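 MLSMR compounds (23 nl, pin-transferred) preincubated 10 min at room temperature with a 500nM (2x) first reagent, then RGS4 at 900nM (2x) plus Transcreener GDP mix added; fluorescence polarization (620/688 nm) read before and after 90 min at 30 °C.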
# Glioma ERSR ind = inducers of ER stress response in human glioma cells; 0.02% of 420,000 active; AID 602332; U87-MG GRP78 promoter luciferase reporter, 16 h; Potency, µM, for inactives: at the top dose activation, actives largely listed as activators; further: potency means the concentration at half of the fitted maximal effect; series mostly up to about 76 µM; % of control where 0% means no effect; nearly all actives have a fitted effect of over 35% in size
#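 Stably transfected U87-MG human glioma cells carrying a GRP78-based luminescent sensor were seeded at 1000 cells/well, pin-dosed with compounds and incubated 16 h. Luciferase reagent was then added, and end-point luminescence was read after 10 min at room temperature.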
# Vif-A3F inh = inhibitors of Vif-A3F interaction | HeLa A3F-eYFP + Vif (tagged APOBEC3F with the HIV-1 protein that degrades it), YFP fluorescence increase | Potency, µM (titrated, usually from 46.1 µM), without a hit: top-dose activity, negative = active | 0.2% of 390,000 active; further: potency means the concentration at half of the fitted maximal effect; % of control where 0% means no effect; nearly all actives have a fitted effect of over 65% in size
#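 Fluorescence increase (Ex 488/Em 500-530) after overnight compound treatment at 37 deg C flags inhibition of Vif-driven A3F-eYFP loss in stable HeLa A3F-eYFP/Vif cells seeded overnight beforehand.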
# D2 antag = antagonizes the human D2 dopamine receptor | 2% of 340,000 active | HEK293 TREx D2 cells, calcium flux, dopamine EC80 | inhibition, % at 10 µM | AID 485344 | P14416; in the data active means inhibition above about 30%; further: 0% is about no effect
#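 HEK293 T-REx D2 cells, tet-induced, calcium dye no-wash. Cpd pintool add, 180 s kinetic, then EC80 DA, 180 s kinetic. Ca flux read.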
# Active calls of the source: *; ? = inconclusive; . = not tested or not shown; & = joins results of further samples; [ ] = remark or other dose. Unless noted, the call rests on the fitted dose curve; in most records, active means well fitted curve in the direction sought with a large enough effect; inconclusive means small, poorly fitted or top-dose-only effect, or another doubt; inactive means no such curve, though single readings can be large; an effect the other way counts as inactive or inconclusive.
SMILES,12-LOX inh,LDHA block,D2 agonist,Vif-APOBEC3G blk,ERG-DNA inh,RGS4 inhibitor,Glioma ERSR ind,Vif-A3F inh,D2 antag
O=C(Nc1ccc(-c2cnco2)cc1)c1ccccc1,?,-4,-0.3,-4%,1%,5%,4%,18%,-5
Cn1c(Cn2cnc([N+](=O)[O-])n2)nnc1SCC(=O)Nc1ccccc1,-25%,7,1.7,0%,20%,9%,-2%,6%,-1
Cc1ccc(-c2c(C#N)c(N)n(-c3ccccc3)c(=O)c2C#N)cc1,0%,4,1.1,-4%,1%,12%,-6%,2%,4
O=C(NC(=S)Nc1ccc(Cl)c(C(=O)O)c1)c1cncc(Br)c1,?,-4,-0.4,1%,3%,-40%,2%,-20%,-17
O=C(Cn1ncc2c(=O)oc3ccccc3c21)NCc1ccccc1Cl,-20%,-9,-1.0,2%,0%,-12%,-3%,0%,.
Cc1nn(C)cc1/C=N/O,0%,-2,0.1,3%,-5%,19%,-7%,-7%,2
O=C(CSc1cn(CC(=O)N2CCCCC2)c2ccccc12)Nc1ccccc1F,-1%,-10,-0.5,2%,8%,-9%,-1%,1%,.
O=C(Nc1ccc(Cc2ccncc2)cc1)C1CCC(N2C(=O)C3C4C=CC(C4)C3C2=O)CC1 (configuration not stated),4%,-2,0.6,5%,.,-5%,2%,1%,-11
CC(C)(C)C(=O)NCCCNc1ccc([N+](=O)[O-])cc1,?,-1,0.8,1%,7%,-25%,15%,1%,26
COc1ccccc1N(CC(=O)NCCSC(C)(C)C)S(C)(=O)=O,8%[57.4 µM],1,.,0%,.,-14%,-3%,-8%,.
CCC(=O)N(Cc1cc2ccccc2[nH]c1=O)c1ccc(OC)cc1,-17%,-12,-1.0,-5%,8%,-5%,-1%,1%,-25
Cc1c(Cc2ccc3c(c2)OCO3)sc(NC(=O)c2ccccc2)c1C(N)=O,?,-1,-0.5,?,9%,?,-6%,?,7
O=C(c1cccc(S(=O)(=O)N2CCN(c3ccc(F)cc3)CC2)c1)N1CCCC(C(F)(F)F)C1 (configuration not stated),-15%,-6,0.7,-1%,1%,?,-5%,-25%,4
Fc1ccc(/C=N/N2CCOCC2)c(F)c1,-6%,0,0.5,2%,-11%,13%,1%,5%,-5
CC(Sc1ncc(C(F)(F)F)cc1Cl)C(=O)NCC1CCCO1 (configuration not stated),0%,-10,-0.5,-1%,5%,15%,4%,5%,2

# The list goes on (two carried over from the part before).
SMILES,12-LOX inh,LDHA block,D2 agonist,Vif-APOBEC3G blk,ERG-DNA inh,RGS4 inhibitor,Glioma ERSR ind,Vif-A3F inh,D2 antag
Fc1ccc(/C=N/N2CCOCC2)c(F)c1,-6%,0,0.5,2%,-11%,13%,1%,5%,-5
CC(Sc1ncc(C(F)(F)F)cc1Cl)C(=O)NCC1CCCO1 (configuration not stated),0%,-10,-0.5,-1%,5%,15%,4%,5%,2
CCCn1c(NC(=O)c2ccccc2Br)nc2ccccc21,14%,-9,2.9,-23%,0%,17%,1%,-7%,17
COc1ccc(-c2cn3c(n2)sc2cc(C(=O)Nc4ccc(C)cc4C)ccc23)cc1,?,0,-0.5,-1%,-6%,-5%,-2%,-7%,.
CC(C)C(C(=O)OCC(=O)c1cccc([N+](=O)[O-])c1)N1C(=O)[C@@H]2[C@H]3CC[C@H](C3)[C@@H]2C1=O (some centres not stated),2%,5,0.0,0%,.,-6%,-6%,-20%,2
CCOC(=O)c1cccc(NC(=O)CN2C(=O)C3CC=CCC3C2=O)c1 (configuration not stated),9%,-7,.,0%,5%,19%,-1%,-1%,.
CC1(C)CC(=O)C2=C(C1)OC(N)=C(C#N)C2c1ccccc1[N+](=O)[O-] (configuration not stated),?,10,0.4,0%,-6%,20%,-2%,-34%,-23
O=C(c1coc2ccccc2c1=O)N1CCN(c2cccc(C(F)(F)F)c2)CC1,-6%[57.4 µM],2,1.3,0%,.,-12%,-4%,-1%,-1
COc1ccc(CN(C(=O)c2nsc(Cl)c2Cl)C(C(=O)NC2CCCC2)c2ccc(C)cc2)cc1 (configuration not stated),-8%,-2,.,1%,6%,-14%,0%,2%,.
Cc1cccc(N2CCN(C(=O)C3CCN(c4nnc(-n5cccc5)s4)CC3)CC2C)c1 (configuration not stated),154%[activator],-2,7.1,-7%,-12%,-1%,-2%,0%,-5
Nc1nc2c(s1)COc1ccccc1-2,?,5,0.9,1%,-1%,-49%,2%,-1%,19
COCCNC(=O)/C(C#N)=C1\N=C(NC(=O)c2ccco2)c2ccccc21,7%,1,.,-6%,.,.,-4%,2%,.
CC(=O)OC1(C(F)(F)F)Oc2ccccc2NC1=O (configuration not stated),0%,-20,0.0,-5%,-5%,-12%,-8%,-5%,-7
Cc1ccc(-c2nc(C#N)c(NCC3CCCO3)o2)cc1 (configuration not stated),35%[activator],-1,0.6,-6%,-12%,-7%,-2%,8%,-12
CCN(CC(=O)Nc1c(F)cccc1F)C(=O)C1CCN(S(=O)(=O)c2ccc(C)cc2C)CC1,1%,-13,2.0,0%,-1%,2%,-1%,-3%,23
CC(NCc1nc2ccccc2n1C)C12CC3CC(CC(C3)C1)C2 (configuration not stated),-7%,-7,-0.9,3%,-5%,10%,-2%,-13%,-6
O=C(O)CSc1c(-c2cccs2)[nH]c2ccccc12,?,3,0.3,1%,-4%,?,0%,?,-4
CN(CCc1ccccn1)C(=O)CCC1CCCN(C(=O)c2n[nH]c3c2CCCC3)C1 (configuration not stated),7%,0,-1.5,0%,-6%,-17%,-3%,10%,14
COc1ccc(NC(=O)c2[nH]c(C)c(C(C)=O)c2C)cc1,0%,-4,-0.2,-6%,4%,-16%,0%,0%,3
Cc1cc(C)cc(NC(=O)C2CCN(S(=O)(=O)c3c(C)noc3/C=C/c3ccco3)CC2)c1,?,-1,0.3,0%,-5%,-1%,-2%,-4%,.
O=C(CSCc1ccc(Cl)cc1)N/N=C/c1ccc(OCC(=O)Nc2ccccc2)cc1,-2%,-4,0.7,0%,4%,-31%,2%,.,-11
O=C(NC1CCCC1)c1ccc(CSc2nc3ccncc3n2Cc2cccc(F)c2)cc1,-14%,0,1.1,2%,-5%,-21%,0%,-3%,.
Cc1ccnc(NS(=O)(=O)c2ccc(NC(=O)Cc3ccc(Br)cc3)cc2)n1,0%,-11,-1.3,-7%,-7%,-5%,-4%,3%,14
CCCc1nnc(NC(=O)CCC(=O)NCc2ccccc2)s1,1%,-13,.,1%,-6%,16%,-5%,2%,.
COC(=O)c1ccc(/C=C2\CCn3c2nc2cc(C(=O)O)ccc2c3=O)cc1,.,-1,-0.5,0%,21%,-12%,1%,-7%,2
COc1ccc(C2/C=C\CN(S(=O)(=O)c3ccc(-c4ccccc4)cc3)CC(=O)N2Cc2ccc(F)cc2)cc1 (configuration not stated),18%,0,-0.1,1%&1%,12%,-39%&0%,-7%&-3%,-3%,2
CCN1C(=O)/C(=C\c2ccncc2)SC1=Nc1ccc(C)c(C)c1,-18%,4,-0.3,-14%,0%,9%,-2%,2%,0

# Arranged by length of the SMILES (rising): 4 of the compounds above
SMILES,12-LOX inh,LDHA block,D2 agonist,Vif-APOBEC3G blk,ERG-DNA inh,RGS4 inhibitor,Glioma ERSR ind,Vif-A3F inh,D2 antag
COc1ccc(NC(=O)c2[nH]c(C)c(C(C)=O)c2C)cc1,0%,-4,-0.2,-6%,4%,-16%,0%,0%,3
Cc1ccnc(NS(=O)(=O)c2ccc(NC(=O)Cc3ccc(Br)cc3)cc2)n1,0%,-11,-1.3,-7%,-7%,-5%,-4%,3%,14
O=C(CSCc1ccc(Cl)cc1)N/N=C/c1ccc(OCC(=O)Nc2ccccc2)cc1,-2%,-4,0.7,0%,4%,-31%,2%,.,-11
COc1ccc(C2/C=C\CN(S(=O)(=O)c3ccc(-c4ccccc4)cc3)CC(=O)N2Cc2ccc(F)cc2)cc1 (configuration not stated),18%,0,-0.1,1%&1%,12%,-39%&0%,-7%&-3%,-3%,2

# A portion of the library; the hit share may differ from the screen's.
